Screens from PubChem.
HTRA1 inh = HTRA1 (human) protease inhibition | recombinant HTRA1, FP-rhodamine activity-based probe, fluorescence polarization | inhibition, % at 5.96 µM | 340,000 tested, 0.5% active | AID 504803; in the data active = inhibition above about 36%;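 also: 0% = enzyme with DMSO and 100% = wells lacking enzyme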
PG9 Ab binder = binds the HIV-1 gp120 antibody PG9; TR-FRET gp120-PG9 antibody binding; 360,000 tested, 0.43% active; inhibition, % at 6.7 µM; in the data active = inhibition above about 8.5%
ABHD4 inh = inhibits mouse alpha/beta hydrolase domain 4; Q8VD66; purified mABHD4, FP-Rh probe fluorescence polarization; inhibition, % at 8.92 µM; 370,000 tested, 0.54% active;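 active = inhibition exceeding the mean over every tested compound plus 3 SD, cut at about 30% in these data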;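 also: 0% = plate median of compound wells and 100% = S159A mutant with DMSO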
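Doses – 8.92 µM, single dose · Material – wild-type mouse ABHD4 protein · Replication – single well per compound (singlicate) · Measure – percent inhibition of probe binding, normalized to plate controls · Schedule – 45 min compound pre-incubation plus 60 min probe step, 25 °C · Detection – fluorescence polarization with parallel and perpendicular emission, 525/598 nm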
SMARCA2 activ = SMARCA2 function activation, primary screen. activation, % at 9.1 µM. AID 652017. 370,000 tested, 1% active. MG213 cells, MMTV-luciferase reporter, dexamethasone, overnight; in the data active = activation above about 7.8%;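 also: 0% = vehicle wells and 100% = reference activator wells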
NPR1 activator = GC-A (human) enzyme activation | activation, % at 10 µM | HEK293 GC-A cells, cGMP TR-FRET, EC30 ANP; 0% at EC30 ANP, 100% saturating ANP | P16066 | 370,000 tested, 0.14% active; in the data active = activation above about 40%
ASAP1 GAP inh = blocks human ASAP1-stimulated Arf1 GTP hydrolysis; Q9ULH1; GDP FP detection; inhibition, % at 16.5 µM; 360,000 tested, 0.19% active; AID 624377; in the data active = inhibition above about 25%;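 also: 0% = vehicle with enzyme and substrate and 100% = no enzyme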
GC-B act = GC-B (human) receptor activation. AID 1920062. P20594. HEK293-GC-B cells, CNP EC30, cGMP TR-FRET; 0% at EC30 CNP, 100% saturating CNP. activation, % at 10 µM. 370,000 tested, 0.11% active;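 active = activation at 10 µM reaching about 35% in either raw or pattern-adjusted values, limit read from the data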
Target sequence (P20594 whole entry, looked up): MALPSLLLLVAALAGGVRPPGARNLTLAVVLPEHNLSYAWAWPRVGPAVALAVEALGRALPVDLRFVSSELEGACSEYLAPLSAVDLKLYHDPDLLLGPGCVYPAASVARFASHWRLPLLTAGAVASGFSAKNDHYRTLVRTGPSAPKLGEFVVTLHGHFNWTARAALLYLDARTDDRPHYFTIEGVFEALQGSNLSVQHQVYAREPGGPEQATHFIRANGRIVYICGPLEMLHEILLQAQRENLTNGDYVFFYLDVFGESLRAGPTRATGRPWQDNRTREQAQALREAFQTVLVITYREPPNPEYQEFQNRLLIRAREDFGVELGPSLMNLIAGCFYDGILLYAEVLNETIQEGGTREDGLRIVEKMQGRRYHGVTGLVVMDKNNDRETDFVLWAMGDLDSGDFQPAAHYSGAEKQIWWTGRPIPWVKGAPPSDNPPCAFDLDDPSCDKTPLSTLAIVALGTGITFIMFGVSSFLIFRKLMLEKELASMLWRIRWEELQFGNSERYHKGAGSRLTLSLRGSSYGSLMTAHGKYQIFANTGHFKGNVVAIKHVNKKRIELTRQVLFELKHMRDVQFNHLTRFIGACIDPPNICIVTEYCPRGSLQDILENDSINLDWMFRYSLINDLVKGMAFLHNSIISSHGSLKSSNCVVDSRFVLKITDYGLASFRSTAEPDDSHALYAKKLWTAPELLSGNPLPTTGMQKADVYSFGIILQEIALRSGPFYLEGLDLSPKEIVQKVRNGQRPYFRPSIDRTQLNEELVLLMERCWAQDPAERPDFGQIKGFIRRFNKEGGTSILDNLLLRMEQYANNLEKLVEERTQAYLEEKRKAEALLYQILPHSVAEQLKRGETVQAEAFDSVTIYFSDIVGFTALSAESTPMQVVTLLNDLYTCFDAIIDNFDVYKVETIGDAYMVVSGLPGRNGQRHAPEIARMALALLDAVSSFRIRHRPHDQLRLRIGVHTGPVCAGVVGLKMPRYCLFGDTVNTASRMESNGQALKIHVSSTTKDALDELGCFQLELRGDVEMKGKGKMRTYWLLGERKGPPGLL
ARFGAP1 inhibitor = inhibits rat ARF GTPase activating protein 1; 360,000 tested, 0.26% active; Arfgap1-stimulated ARF1 GTP hydrolysis, GDP FP detection; inhibition, % at 16.5 µM; Q62848;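 active = inhibition above a per-plate limit, mean inhibition of low control wells plus 3 SD, cut at about 25% in these data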;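 also: 0% = DMSO wells with enzyme and 100% = wells lacking Arfgap1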
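Material – truncated rat Arfgap1 GAP domain · Buffer or medium – HEPES-based buffer, pH 7.5 · Reagent – human ARF1(Δ1-17)-GTP substrate · Dosing – 16.5 µM single point, 1.26% DMSO · Schedule – GTP hydrolysis reaction 2 h at 25 °C · Technique – GDP detection by fluorescence polarization · Benchmarks – No-Arfgap1 wells (100%) versus DMSO full-reaction wells (0%) · Repeats – single replicate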
Rev-erbA mod = modulates human Rev-erb alpha binding to DNA; P20393; Rev-erbα–FITC-DNA binding, fluorescence polarization, 90 min; activity, % at 10 µM; 370,000 tested, 0.79% active;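 active = activity above about 14%, limit read from the data; passing the limit was not always enough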;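 also: 0% = DMSO wells with 35 nM protein and 100% = DMSO wells with 750 nM protein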
rCAG RNA binder = r(CAG) repeat RNA binding | 370,000 tested, 1.3% active | TO-PRO-1 dye displacement fluorescence | inhibition, % at 3 µM | AID 651821;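 active = inhibition above the plate cutoff, the mean of all test compounds on that plate plus 3 SD, cut at about 35% in these data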;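 also: 0% = DMSO alone and 100% = 100 µM mitoxantrone as full dye displacement; higher means more dye released from RNA so lower well fluorescence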
* hit, by the source's call; . = not tested or not shown.

compound | HTRA1 inh | PG9 Ab binder | ABHD4 inh | SMARCA2 activ | NPR1 activator | ASAP1 GAP inh | GC-B act | ARFGAP1 inhibitor | Rev-erbA mod | rCAG RNA binder
COc1ccc(NC(=O)C2(C)Cc3c(-c4ccc5c(c4)OCO5)ccnc3O2)cc1 (configuration not stated) | . | 0.5 | 0 | -2 | 1 | 22 | -5 | 8 | -7 | 1
COc1cc2c(-c3ccccc3O)nc3c(c(C)nn3-c3ccccc3)c2cc1OC | -4 | 2.1 | -4 | -1 | 1 | -5 | -1 | -13 | 10 | 6
Cc1ncsc1CCSc1nc2ccccc2c(=O)n1C | -6 | -1.4 | -4 | 2 | 4 | 1 | 1 | -5 | 4 | -6
O=C(O)c1cccc(N/N=C/c2cc(Br)cc(Br)c2O)c1 | -1 | -3.0 | 56* | 2 | 10 | 13 | 3 | -3 | -2 | 95*
CCC/C=C(\CCC)C(NS(=O)(=O)c1cccc2cccnc12)c1ccc(C(=O)OC)cc1 (configuration not stated) | . | 0.1 | -11 | -1 | 0 | 4 | -1 | 6 | 4 | -1
CCC(C)N(C(=O)COC(=O)C1CCN(S(=O)(=O)c2ccc(C)c(C)c2)CC1)C1CCS(=O)(=O)C1 (configuration not stated) | 0 | 0.7 | -4 | -1 | 6 | -3 | 3 | -4 | 3 | -6
CCN(C(=O)c1cc(S(=O)(=O)N2CCOCC2)cn1C)c1cccc(C)c1 | 5 | -0.1 | 6 | -1 | 6 | -5 | 3 | -2 | 3 | -1
CC(=O)c1ccc(NC(=O)CSc2nccn2CCc2ccccc2)cc1 | -8 | -1.8 | -3 | 0 | -3 | 2 | -4 | -3 | 1 | -5
COc1ccc(Cn2ccc3ccc(-c4ccc5ccn(Cc6ccc(F)cc6)c5c4)cc32)cc1 | . | . | 3 | 0 | 0 | . | 0 | . | -1 | 14
CCCCCCN1Cc2ccccc2C1 | -7 | -2.1 | 2 | 0 | -1 | -23 | -7 | -8 | 4 | -3
O=C(Nc1cccc(F)c1)c1ccc(S(=O)(=O)N2CCCCC2)cc1 | -18 | 0.0 | -4 | -5 | -3 | -1 | 6 | 23 | -5 | -2
CCn1ccnc1CN(C)Cc1nc(-c2ccc(C(=O)OC)cc2)no1 | -2 | 0.5 | 0 | 2 | 3 | 4 | 3 | 2 | 9 | -7

Brought forward from above: three entries; new compounds follow.
compound | HTRA1 inh | PG9 Ab binder | ABHD4 inh | SMARCA2 activ | NPR1 activator | ASAP1 GAP inh | GC-B act | ARFGAP1 inhibitor | Rev-erbA mod | rCAG RNA binder
CCCCCCN1Cc2ccccc2C1 | -7 | -2.1 | 2 | 0 | -1 | -23 | -7 | -8 | 4 | -3
O=C(Nc1cccc(F)c1)c1ccc(S(=O)(=O)N2CCCCC2)cc1 | -18 | 0.0 | -4 | -5 | -3 | -1 | 6 | 23 | -5 | -2
CCn1ccnc1CN(C)Cc1nc(-c2ccc(C(=O)OC)cc2)no1 | -2 | 0.5 | 0 | 2 | 3 | 4 | 3 | 2 | 9 | -7
CC(C)OC(=O)/C(=C\c1ccccc1)NC(=O)c1ccccc1 | 12 | 0.2 | -2 | -1 | -7 | 2 | 0 | -2 | -2 | -4
CC1CCCN(c2nc3c(c(=O)[nH]c(=O)n3C)n2CCCc2ccccc2)C1 (configuration not stated) | -3 | -0.6 | 2 | -5 | 1 | 4 | 5 | 2 | 1 | 2
O=C(N/N=C/c1cccc([N+](=O)[O-])c1)c1ccncc1 | 5 | -1.7 | 6 | -3 | -3 | -8 | 0 | 4 | -2 | -1
COc1ccc(OC(C)C(=O)NC(C)c2ccccc2)cc1 (configuration not stated) | -2 | -0.4 | 2 | 6 | -1 | 13 | 7 | 4 | 3 | -6
CCOc1ccc(N(CC(=O)NC(C)C)C(=O)CCC(=O)Nc2ccccn2)cc1 | 8 | -0.7 | 1 | -4 | -8 | -10 | 5 | 0 | 0 | -6
CC(=O)NN1C(=O)c2ccccc2NC1c1ccc([N+](=O)[O-])o1 (configuration not stated) | 1 | -0.7 | 4 | 1 | 1 | -2 | 5 | -14 | 2 | 6
CCOC(=O)C1C(=O)CC(C)(O)C(C(=O)OCC)C1c1ccc(OC)cc1 (configuration not stated) | 9 | 1.1 | 0 | 1 | -6 | 3 | -9 | 12 | 5 | -5
CCn1c(SCC(=O)NCCc2ccc(OC)c(OC)c2)nc2c1c(=O)n(C)c(=O)n2C | -6 | 2.1 | 6 | -4 | 3 | -10 | 2 | -7 | 4 | -7
CCOC(=O)N1CCN(Cc2nc3c(c(=O)n(C)c(=O)n3C)n2Cc2cccc3ccccc23)CC1 | -1 | 0.4 | 2 | 1 | -1 | -16 | 4 | 4 | -5 | -4
COc1cc(C)c(S(=O)(=O)N2CCCC2)cc1C | 1 | -0.7 | -1 | 0 | -5 | -1 | -4 | 4 | -4 | -1
CCC(=O)Nc1cccc(NC(=O)CSc2nnnn2C)c1 | -3 | 2.2 | -1 | -3 | 2 | -1 | 6 | -1 | -2 | 2
CCc1ccc(N2CC(C)Cn3c2nc2c3c(=O)n(CCN3CCOCC3)c(=O)n2C)cc1 (configuration not stated) | -10 | 2.1 | -7 | 0 | -1 | -9 | -8 | -2 | 3 | -1

(more compounds)
compound	HTRA1 inh	PG9 Ab binder	ABHD4 inh	SMARCA2 activ	NPR1 activator	ASAP1 GAP inh	GC-B act	ARFGAP1 inhibitor	Rev-erbA mod	rCAG RNA binder
CCOC(=O)C1CCCN(C(=O)c2cc(C)oc2C)CC1 (configuration not stated)	.	-0.2	4	-1	-2	1	5	-7	-4	1
CC(=O)N1c2ccc(S(=O)(=O)N(C)CC(=O)Nc3ccccc3C)cc2CC1C (configuration not stated)	2	-2.0	5	0	2	8	1	-9	7	-4
O=C(O)c1cccc(NC(=O)c2cn(-c3ccccc3)nc2-c2ccncc2)c1	6	-1.8	-38	5	-4	-5	-2	-8	-6	14
COc1cccc(N=Nc2ccc3ccccc3c2O)c1	6	-1.8	8	8.0*	7	-5	-7	-18	1	5
O=C(CNC(=O)c1cccs1)NCCc1ccco1	-4	1.2	-13	-1	2	-10	2	-4	0	9
COc1ccc([N+](=O)[O-])cc1NC(=O)Cc1ccc(Cl)cc1	-9	0.8	-10	-5	-2	-7	-3	17	1	2
O=C(NCCCNC(=O)c1cccs1)c1cccs1	2	0.9	8	-4	-2	-2	0	0	2	2
Cc1cccn2c(CN[C@H]3CCCCNC3=O)c(C(=O)N3CCOCC3)nc12	4	1.4	2	-4	-1	-9	-4	-3	-1	1
O=C(CCN1C(=O)/C(=C/c2ccccc2F)SC1=S)NC1C=CS(=O)(=O)C1 (configuration not stated)	-2	-0.7	-2	-4	2	-8	3	8	1	-1
CC(=O)Nc1ccc(S(=O)(=O)N2CCN(S(=O)(=O)N3CCCCCC3)CC2)cc1	-5	0.5	4	-1	2	6	5	-3	-2	-4
CC1CC(C)C(=O)C(C(CC2CC(=O)NC(=O)C2)OC(=O)CC(=O)c2ccccc2)C1 (configuration not stated)	2	1.2	60*	-6	1	9	3	5	5	4
Cc1cccc(C(C)C)c1NC(=O)Cc1ccc(S(=O)(=O)N2CCOCC2)s1	6	-3.1	5	3	1	-6	8	5	-2	0
COc1cc(CO)ccc1OCc1nnnn1-c1ccc(C)cc1	1	-0.7	0	2	5	7	-3	20	-4	-6
COc1ccc(C(=O)NCc2cc(C(C)C)no2)cc1OC1CCN(C(C)C)CC1	-1	0.6	3	-4	2	11	3	-6	-1	-7
CCN(CC)c1ncnc2c1ncn2[C@H]1CN(Cc2cccs2)C[C@@H](CO)O1	.	-0.9	-7	-1	5	-1	-3	-2	1	0
COc1ccc(-c2nnc3n2N=C(C)CS3)cc1	3	-5.4	2	0	5	5	-8	5	-3	2
COc1ccccc1C(O)(C(=O)N(NC(C)=O)c1ccccc1)c1ccccc1OC	5	-0.7	-2	-1	-1	-12	4	6	0	1
O=C(CSc1nc2c(c(=O)[nH]1)CCCC2)Nc1ccc(Cl)cc1F	-6	-0.5	8	0	-1	-1	-12	1	-2	2
OC(Cc1ccccc1)c1ncc(-c2ccc(Cl)cc2)[nH]1 (configuration not stated)	.	-2.2	4	-2	-5	-2	-10	-5	-5	1
CCN(CC)c1ccc(/C=C2/C(=O)ON=C2C)cc1	-1	-11	-3	-3	20	1	5	-2	-2	-43
CCNC(=O)O[C@@H]1C=C[C@@H](C#Cc2ccc(C(C)(C)C)cc2)O[C@@H]1COC(C)=O	.	-2.4	-6	-6	5	-16	8	-3	-1	3
CC(C(=O)NC1CCCC1)N1CCN(S(=O)(=O)c2ccccc2Cl)CC1 (configuration not stated)	-3	2.6	-2	1	-1	-8	5	-8	-3	-5
O=c1[nH]c(-c2ccccc2)cs1	1	-1.8	4	-1	0	11	4	-6	-7	-1
COc1ccc(NC(=O)C2(C)Cc3c(-c4ccccc4)ccnc3O2)cn1 (configuration not stated)	.	2.1	-4	0	1	15	-6	15	-2	0
CCOC(=O)CNC1CC(=O)N(c2ccc(Br)cc2)C1=O (configuration not stated)	4	-0.1	-8	-2	1	1	0	1	-1	4

Carrying on.
compound	HTRA1 inh	PG9 Ab binder	ABHD4 inh	SMARCA2 activ	NPR1 activator	ASAP1 GAP inh	GC-B act	ARFGAP1 inhibitor	Rev-erbA mod	rCAG RNA binder
Cc1onc(-c2ccccc2)c1C(=O)OCC(=O)NC(C)c1ccc(Cl)cc1 (configuration not stated)	-12	-0.9	-7	-5	-4	-6	-13	7	2	1
CC1CCCCC1NC(=O)CCCCn1c(=O)[nH]c2ccsc2c1=O (configuration not stated)	6	1.6	-3	-2	-3	8	-7	-1	-3	2
COC(=O)c1nc(NC(=S)NC(=O)c2cccs2)sc1C	-8	-2.4	-3	0	2	-14	-1	14	4	4
COCCN(C(=O)Nc1ccccc1)c1ccccc1C	2	0.1	3	-1	-11	-3	-7	-2	-4	-2
O=C(NCc1cccs1)c1noc2c1CCCC2	-5	0.0	6	2	3	5	-3	-7	0	-2

In the list so far, 5 contain an aryl thioether with sulfur outside any ring.
compound	HTRA1 inh	PG9 Ab binder	ABHD4 inh	SMARCA2 activ	NPR1 activator	ASAP1 GAP inh	GC-B act	ARFGAP1 inhibitor	Rev-erbA mod	rCAG RNA binder
Cc1ncsc1CCSc1nc2ccccc2c(=O)n1C	-6	-1.4	-4	2	4	1	1	-5	4	-6
CC(=O)c1ccc(NC(=O)CSc2nccn2CCc2ccccc2)cc1	-8	-1.8	-3	0	-3	2	-4	-3	1	-5
CCn1c(SCC(=O)NCCc2ccc(OC)c(OC)c2)nc2c1c(=O)n(C)c(=O)n2C	-6	2.1	6	-4	3	-10	2	-7	4	-7
CCC(=O)Nc1cccc(NC(=O)CSc2nnnn2C)c1	-3	2.2	-1	-3	2	-1	6	-1	-2	2
O=C(CSc1nc2c(c(=O)[nH]1)CCCC2)Nc1ccc(Cl)cc1F	-6	-0.5	8	0	-1	-1	-12	1	-2	2

Fetched by compound from the entries so far, two records:
compound	HTRA1 inh	PG9 Ab binder	ABHD4 inh	SMARCA2 activ	NPR1 activator	ASAP1 GAP inh	GC-B act	ARFGAP1 inhibitor	Rev-erbA mod	rCAG RNA binder
CCCCCCN1Cc2ccccc2C1	-7	-2.1	2	0	-1	-23	-7	-8	4	-3
CCNC(=O)O[C@@H]1C=C[C@@H](C#Cc2ccc(C(C)(C)C)cc2)O[C@@H]1COC(C)=O	.	-2.4	-6	-6	5	-16	8	-3	-1	3
